Pf growth 96h = Primary qHTS for delayed death inhibitors of the malarial parasite plastid, 96 hour incubation | P. falciparum luciferase reporter growth, 96 h | Potency, µM (doses to about 28.7 µM), for the others: at the highest dose activity change, negative = inhibition, usual class: inhibitors | 320,000 compounds, 6.9% hits; further: potency means the concentration at half of the fitted maximal effect; on the % scale 0 is the no-effect control and ±100 the full control effect
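Cell-based qHTS: luciferase-tagged P. falciparum in erythrocytes (2% hematocrit, 0.05% parasitemia final) incubated with compounds for 96 hours, 37 C, 5% CO2; luciferase detection reagent then added and luminescence measured.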
Cycloheximide cs = Cycloheximide Counterscreen for Small Molecule Inhibitors of Shiga Toxin | cell reporter, cycloheximide protein synthesis inhibition counterscreen | max response, % | 300,000 compounds, 12% hits | AID 2314, 2010; in the data active means max response mostly above about 13%, no sharp cut-off; inactive means mostly below about 14%; further: read at 38.3 µM for the half of the compounds with a filed dose; 0% is about no effect
FBPA Giardia inh = qHTS Assay for Inhibitors of Fructose-1,6-bisphosphate Aldolase from Giardia Lamblia. A8B2U2. purified Giardia FBPA. Potency, µM (series often up to 59.6 µM), inactives show at the top dose activity, negative = inhibition, hits mostly inhibitors. 290,000 compounds, 0.71% hits. AID 2451, 2010; further: potency means the concentration at half of the fitted maximal effect; on the % scale 0 is the no-effect control and ±100 the full control effect; nearly all actives have a fitted effect of over 55% in size
Target sequence (A8B2U2 whole entry, looked up): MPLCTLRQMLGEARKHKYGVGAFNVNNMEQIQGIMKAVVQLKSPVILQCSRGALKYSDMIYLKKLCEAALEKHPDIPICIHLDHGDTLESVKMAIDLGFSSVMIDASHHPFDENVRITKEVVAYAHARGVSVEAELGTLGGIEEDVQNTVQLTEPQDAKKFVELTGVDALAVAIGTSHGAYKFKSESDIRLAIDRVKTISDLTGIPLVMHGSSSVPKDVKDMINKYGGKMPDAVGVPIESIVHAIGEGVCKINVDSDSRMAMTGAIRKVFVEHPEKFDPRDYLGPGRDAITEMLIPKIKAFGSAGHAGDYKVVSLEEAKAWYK
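Giardia FBPA (40 nM reagent) was preincubated 10 min at RT with compound (up to 57.5 uM final), then substrate plus GAPDH/TPI/NAD/arsenate coupling system with diaphorase/resazurin was added; resorufin fluorescence (525/598 nm) was read after 20 min.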
Shiga inhibitor = A qHTS for Small Molecule Inhibitors of Shiga Toxin | Vero cells, Shiga toxin protein synthesis inhibition reporter | inhibition, % at 38.7 µM | 290,000 compounds, 9.2% hits; in the data active means inhibition mostly above about 28%, no sharp cut-off; inactive means mostly below about 43%; further: 0% is about no effect
Pf growth 48h = Primary qHTS for delayed death inhibitors of the malarial parasite plastid, 48 hour incubation | P. falciparum luciferase growth in erythrocytes, 48 h | Potency, µM (highest dose often 28.7 µM), for inactives: top-dose activity change, negative = inhibition, hits mostly inhibitors | 310,000 compounds, 5.9% hits; further: potency means the concentration at half of the fitted maximal effect; on the % scale 0 is the no-effect control and ±100 the full control effect
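A one-generation exposure of luciferase-tagged malaria parasites in RPMI 1640/Albumax erythrocyte culture, 37 C and 5% CO2. Inhibition is inferred from decreased luminescence after adding detection reagent.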
HCV inh = qHTS Assay for Inhibitors of Hepatitis C Virus (HCV). Huh7.5.1 HCVcc-Cre infection, luciferase reporter, 44 h. Potency, µM (series often up to 41.8 µM), without a hit: at the highest dose activity change, negative = inhibition, actives largely listed as inhibitors. 340,000 compounds, 3.4% hits. AID 651820, 2012; further: potency means the concentration at half of the fitted maximal effect; on the % scale 0 is the no-effect control and ±100 the full control effect
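1,000 cells/well; 4 h culture; + compound; + HCVcc-Cre (~0.5 moi); 44 h; luciferase substrate, RT 15 min; read 15 sec.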
Numbers without * were called inactive; ? = inconclusive; · = not tested or not shown; [ ] = another dose, or the depositor's remark. Unless noted, the call rests on the fitted dose curve; in most records, active means well fitted curve in the direction sought with a large enough effect; inconclusive means small, poorly fitted or top-dose-only effect, or another doubt; inactive means no such curve, though single readings can be large; an effect the other way counts as inactive or inconclusive.

SMILES	Pf growth 96h	Cycloheximide cs	FBPA Giardia inh	Shiga inhibitor	Pf growth 48h	HCV inh
CCOC(=O)N1CCN(C(=S)NC(=O)C23CC4CC(CC(C4)C2)C3)CC1	?	6	1%	-9	?	20%
O=C(CCCC(=O)OCC(=O)c1ccc(Cl)cc1Cl)Nc1cc(C(F)(F)F)ccc1Cl	0%	-1	·	2	25%	9%
CCCc1cc(=O)oc2cc(C)cc(OC(C)C(=O)NCCCn3ccnc3)c12 (stereo unspecified)	2.6µM*	-5	-5%	-6	4.1µM*	-6%
CCCc1nnc(NC(=O)CCC(=O)N2CCN(Cc3cc(F)ccc3OC)CC2)s1	?	-3	·	15	-16%	-3%
O=[N+]([O-])c1cc(-c2nc(-c3ccncc3)no2)ccc1Cl	4%	-3	6%	-11	-8%	4%
COc1cccc(C(=O)Nc2cccc(OCC(=O)c3ccccc3)c2)c1	34%[activator]	21*	-9%	48	?	?
O=C(NCc1ccco1)c1ccc2ccccc2n1	10µM*	-2	3%	-4	8%	-13%
Cc1c(=O)n(OCc2cccc(F)c2)c2ccccc2[n+]1[O-]	0%	1	1%	10	8%	-2%
CCN1CC(O)=C(c2nc3ccccc3s2)C1=N	·	24*	-4%	27	45%[activator]	?
CCNC(=S)N/N=C(\C)c1ccc2c(c1)OCCO2	29%	-3	-12%	49*	30%	?
Cn1c(=O)n(Cc2ccccc2F)c(=O)c2c1nc1n2CCN1Cc1ccco1	8.3µM*	4	-3%	-13	?	-5%
CCOc1ccc(C2NC(=O)NC(c3ccccc3)=C2C(C)=O)cc1OC (stereo unspecified)	-13%	1	-1%	-3	?	12%
COc1cc(C2/C(=C(\O)c3ccc4c(c3)OCCO4)C(=O)C(=O)N2Cc2ccco2)ccc1O (stereo unspecified)	10%	12	·	-2	12%	-1%
COc1cccc(NC(=O)CN2C(=O)COc3ccc(Cl)cc32)c1	?	-2	6%	-20	·	-3%
O=C(CCCSc1nnc(SCCCC(=O)c2ccc(F)cc2)s1)c1ccc(F)cc1	?	5	2%	-19	?	10µM*
CC[C@@]12C(=O)N(c3ccc(OC)cc3)C(=O)N1[C@H](c1cccc(C)c1)[C@@H]1C(=O)N(Cc3ccccc3)C(=O)[C@@H]12	13µM*	-2	-3%	-2	?	-8%
O=C(Cn1nnc(-c2ccccc2)n1)N/N=C/c1ccc(-c2ccc(Cl)cc2)o1	56%[activator]	-4	-2%	-14	10%	?
COc1ccc(Cn2c(CCC(=O)Nc3ccc(C)cc3)nc3cccnc32)cc1	10µM*	-4	-17%	-14	·	-24%
CCCCc1ccc(NC(=S)NCC2CCCO2)cc1 (stereo unspecified)	-1%[5.75 µM]	8.8*	-1%	33*	-21%	?
CCC(C(=O)NCCC1=CCCCC1)c1ccccc1 (stereo unspecified)	?	-3	4%	7	-3%	32%
CN(C)CCCNC1CS(=O)(=O)CC1O (stereo unspecified)	·	-4	-1%	-39	16%	3%
O=C(Cc1c(C(=O)O)[nH]c2ccccc12)NCCN1CCN(c2cccc(Cl)c2)CC1	?	-3	21%	-4	6%	9%
NC(=O)c1nsc(C(=O)N(CC(=O)NC2CCCC2)c2ccc(F)c(Cl)c2)c1N	-3%	-4	9%	17	-21%	3%
CCOc1ccc(N2C(=O)CC(C(C)c3ccccc3)C2=O)cc1 (stereo unspecified)	?	-1	3%	·	-7%	-19%
COc1ccc(NC(=O)CSc2nnc(Cc3ccc(C)cc3)c(=O)n2N)cc1	?	·	·	·	-7%	?
Nc1c(SCCC(=O)O)ccc2c1C(=O)c1ccccc1C2=O	50%[activator]	21*	0%	36	11%	6%
O=S(=O)(NCCN1CCOCC1)c1cc(Cl)c(Cl)cc1Cl	13µM*	0	-10%	-14	-1%	4%
Cc1ccc(C(=O)N/C(=C\c2ccco2)C(=O)NCCc2c[nH]c3ccccc23)cc1	?	13	-2%	31	-16%	-22%
CC(C)c1ccc(-c2nnn(CCC(=O)O)n2)cc1	?	-4	9%	-19	?	33%[activator]
Cc1nc(NCCO)c2nnn(Cc3ccccc3F)c2n1	?	1	5%	-3	13%	5%
CCCC1C(c2ccccc2)C(C#N)(C#N)C2(C#N)CC1(N)NC2=O (stereo unspecified)	13%	-4	6%	-3	0%	7%
CC(C)Sc1n[nH]c2nc3c(c(=O)n12)C1(CCCC1)Cc1ccccc1-3	65%[activator]	-4	18%	18	31%[activator]	·
Cc1nnnn1/C(=C\c1ccccc1)C(=O)OCC(=O)N1CC2(C)CC1CC(C)(C)C2 (stereo unspecified)	?	-6	2%	-12	12µM*	?
CCN1C(=O)/C(=c2\s/c(=C3\Sc4ccccc4N3C)c(=O)n2C)N(C)C1=S	7%	22*	-2%	41*	19%	·
O=C(NCc1ccco1)c1cc2nc(-c3cccs3)cc(C(F)(F)F)n2n1	0%	-3	8%	-4	?	·
c1ccc2nc(N3CCCC3)c(N3CCCC3)nc2c1	?	-2	-1%	20	1%	-19%
CC(C)(C)NC(=O)c1cccc(NC(=O)c2cccc(O)c2)c1	?	17	3%	21	?	17%
Cc1nc2ccccn2c1C(=O)N=Nc1c(O)n(CCC(C)C)c2ccccc12	?	-2	7%	-11	?	-10%
N#C/C(=C\c1ccc(F)cc1)C(=O)NC1CCS(=O)(=O)C1 (stereo unspecified)	15%	-8	·	-2	9%	2%
O=C(Cn1c(=O)n(CC2CCCO2)c(=O)c2ccccc21)N1CCN(c2ccccc2)CC1 (stereo unspecified)	0%	-3	2%	-5	-22%	-14%
O=C1[C@@H]2Cc3c([nH]c4ccccc34)CN2C(=O)CN1CCO	0%	-4	5%	-4	23%	11%
O=C(OCc1nc2ccc(Cl)cc2n1CCO)c1ccc2c(c1)OCO2	?	-6	-25%	18	-19%	-1%
Cc1nn(Cc2ccc(F)cc2Cl)c(C)c1[N+](=O)[O-]	38%[5.75 µM]	-2	1%	0	0%	0%
COc1ccc2c(c1)N(C)C(=O)CC(c1ccccc1)=N2	·	-2	0%	23	13%	15%
CC(=O)c1cccc(NC(=O)CN(C)S(=O)(=O)c2ccccc2)c1	6%	16	3%	33	2%	?
Cc1ccc(NCC(=O)N/N=C\c2ccc([N+](=O)[O-])o2)cc1	5.2µM*	1	-7%	-5	?	3.2µM*
O=C(NN1C(=O)C2C3C=CC(C4CC34)C2C1=O)c1ccc(Br)cc1 (stereo unspecified)	-2%	4	3%	-17	-11%	-19%
CC(C)c1ccc(S(=O)(=O)N2CCN(C(C)C(=O)Nc3ccccc3-c3ccccc3)CC2)cc1 (stereo unspecified)	5.2µM*	1	-1%	-8	9.3µM*	1%
CN(c1ccc(OCC(=O)OCC(=O)Nc2ccc(Br)cc2)cc1)S(=O)(=O)c1cccs1	-6%	-2	1%	0	8%	6%
Cc1cc(-c2nn(-c3ccccc3F)cc2CN2CCC(O)CC2)c(C)s1	?	-3	2%	-5	?	-3%
Following part:
SMILES	Pf growth 96h	Cycloheximide cs	FBPA Giardia inh	Shiga inhibitor	Pf growth 48h	HCV inh
Cc1c(C(=O)c2ccc(Br)cc2)c(=O)n(C)c(=O)n1C	2%	-2	3%	-2	8%	-18%
Cc1nnc(SCC(=O)NCc2ccc3c(c2)OCO3)n1C	·	-5	-1%	17	2%	6%
O=C1CC(SCc2nc3ccccc3[nH]2)C(=O)N1c1ccc(F)cc1 (stereo unspecified)	·	5	-16%	18	11%	-14%
O=C(CNC(=O)c1ccc(Cl)cc1Cl)NCCCn1ccnc1	11%	14	2%	13	·	0%
Nc1nonc1-c1noc(N2CCOCC2)n1	80%[activator]	12	-1%	14	53%[activator]	0%
COc1ccc(OC)c(NC(=O)CC2SC(=NCc3ccccc3)NC2=O)c1 (stereo unspecified)	-6%	-3	-13%	-3	-4%	?
C=CCSc1nnc(NC(=O)CSc2nnc(C)s2)s1	·	9	?	-8	2%	-9%
Cc1cccc2nc(-c3ccco3)c(Nc3ccccc3)n12	-27%	5	0%	7	-10%	?
O=C(OC(C(=O)NCc1ccc2c(c1)OCO2)c1ccncc1)c1ccc(Cl)nc1 (stereo unspecified)	-2%	7	2%	-7	28%	-6%
Cc1ccccc1C(=O)N1CCc2cc(-c3nc(NC(=O)Cc4ccc5c(c4)OCO5)sc3C)ccc21	54%[activator]	24	30%	12	?	3.2µM*

3 entries drawn at random from the list so far:
SMILES	Pf growth 96h	Cycloheximide cs	FBPA Giardia inh	Shiga inhibitor	Pf growth 48h	HCV inh
O=C(CNC(=O)c1ccc(Cl)cc1Cl)NCCCn1ccnc1	11%	14	2%	13	·	0%
Cc1ccccc1C(=O)N1CCc2cc(-c3nc(NC(=O)Cc4ccc5c(c4)OCO5)sc3C)ccc21	54%[activator]	24	30%	12	?	3.2µM*
Cc1nnc(SCC(=O)NCc2ccc3c(c2)OCO3)n1C	·	-5	-1%	17	2%	6%

(next part)
SMILES	Pf growth 96h	Cycloheximide cs	FBPA Giardia inh	Shiga inhibitor	Pf growth 48h	HCV inh
COc1ccc(/C=C2\CCC(C3CCCC3)C2=O)c(OC)c1 (stereo unspecified)	11%	10	7%	21	23%	-20%
Cc1cc(C)n(C(C)CNS(=O)(=O)c2ccccc2)n1 (stereo unspecified)	-1%	-4	1%	15	-2%	0%
c1cncc(CNCc2ccco2)c1	2%	-4	?	-5	-9%	7%
COc1ccc(/C=C/C(=O)c2sc(-c3ccc(Cl)cc3)nc2C)cc1	?	-2	6%	35	?	·
Cc1nc2ccccn2c1C(=O)NNC(=S)Nc1ccc(Cl)cc1	-14%	-1	?	19*	-4%	-20%
CCN1C(=O)C(=Cc2cccc(OC)c2Oc2ccc([N+](=O)[O-])cc2[N+](=O)[O-])SC1=S	10µM*	1	-5%	-10	5.2µM*	4%
O=C(NCC1CCCN1S(=O)(=O)c1cccs1)c1cccc(Cl)c1 (stereo unspecified)	-8%	·	·	·	?	?
O=C(COc1ccc([N+](=O)[O-])cc1)NNC(=O)Nc1ccc([N+](=O)[O-])cc1	-6%	-3	12%	-9	?	11%
Cc1ccc(NC(=O)CN2C(=O)NC3(CCCc4ccccc43)C2=O)c(C)c1 (stereo unspecified)	-24%	·	·	·	-4%	-4%
O=C(NNC(=S)Nc1ccccc1)c1cc(-c2cccnc2)nc2ccccc12	1.2µM*	2	18%	5	?	8%
CCN1CCN(CCC(=O)Nc2cc(OC)ccc2OC)CC1	?	-3	?	-5	-9%	-13%
Cc1occc1C(=O)NNC(=S)NCc1ccccc1	39%	-1	1%	-9	14%	5%
CCn1cc(S(=O)(=O)NCc2ccc(OC)cc2)cn1	-13%	-3	·	-3	15%	2%
O=C(NCc1ccc(Cl)cc1)c1ccc(Cn2cc(C(F)(F)F)ccc2=O)cc1	?	-2	-2%	3	?	-20%
CC(C(=O)OCc1nnc(-c2ccccc2)o1)N1C(=O)C2CCCCC2C1=O (stereo unspecified)	160%[activator]	37*	-5%	70*	55%[activator]	18%
Cn1c(CC(=O)Nc2ccccc2)cc2ccccc21	58%[activator]	40*	2%	46*	50%[activator]	7%

Five compounds from above, arranged by count of non-hydrogen atoms, low to high.
SMILES	Pf growth 96h	Cycloheximide cs	FBPA Giardia inh	Shiga inhibitor	Pf growth 48h	HCV inh
CCN1CC(O)=C(c2nc3ccccc3s2)C1=N	·	24*	-4%	27	45%[activator]	?
COc1ccc(/C=C/C(=O)c2sc(-c3ccc(Cl)cc3)nc2C)cc1	?	-2	6%	35	?	·
COc1ccc(OC)c(NC(=O)CC2SC(=NCc3ccccc3)NC2=O)c1 (stereo unspecified)	-6%	-3	-13%	-3	-4%	?
Cn1c(=O)n(Cc2ccccc2F)c(=O)c2c1nc1n2CCN1Cc1ccco1	8.3µM*	4	-3%	-13	?	-5%
O=C(CCCC(=O)OCC(=O)c1ccc(Cl)cc1Cl)Nc1cc(C(F)(F)F)ccc1Cl	0%	-1	·	2	25%	9%

Assay outcomes: PubChem, National Center for Advancing Translational Sciences (NCATS)
